Compound activity as filed in PubChem BioAssay.
CHT PAM: allosterically activates the human high affinity choline transporter; Q9GZV3; B-score at 10 µM; hit rate 0.49% among 310,000; CHT-expressing cells, membrane potential dye, choline EC20; hits give high values; LV-AA mutant CHT in HEK293 cells;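 active = initial fluorescence not abnormally high and integrated response B-score, plate-corrected, over 3 SD above library mean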
Target sequence (Q9GZV3 whole entry, looked up): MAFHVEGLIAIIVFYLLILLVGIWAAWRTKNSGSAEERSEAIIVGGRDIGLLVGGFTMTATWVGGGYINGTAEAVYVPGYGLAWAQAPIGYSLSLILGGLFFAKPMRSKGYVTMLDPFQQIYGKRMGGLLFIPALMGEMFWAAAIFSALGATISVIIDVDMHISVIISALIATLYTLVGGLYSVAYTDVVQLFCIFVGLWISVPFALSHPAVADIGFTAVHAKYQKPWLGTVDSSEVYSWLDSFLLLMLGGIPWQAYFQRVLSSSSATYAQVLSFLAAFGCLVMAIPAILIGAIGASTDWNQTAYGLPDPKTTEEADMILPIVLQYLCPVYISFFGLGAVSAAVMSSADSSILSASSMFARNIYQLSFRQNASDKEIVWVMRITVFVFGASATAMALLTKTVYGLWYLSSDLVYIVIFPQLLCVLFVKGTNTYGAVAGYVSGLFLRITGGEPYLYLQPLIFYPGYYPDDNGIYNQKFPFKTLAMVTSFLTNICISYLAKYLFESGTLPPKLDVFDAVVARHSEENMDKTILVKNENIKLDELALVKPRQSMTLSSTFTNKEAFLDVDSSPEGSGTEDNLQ
OX1R antag: antagonists of human orexin 1 receptor; O43613; CHO/OX1R cells, Fluo-8 calcium fluorescence, orexin A; inhibition, % at 5 µM; hit rate 0.43% among 330,000;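 active = inhibition above its plate's threshold, mean inhibition of all tested compounds on the plate plus 3 SD, cut at about 37% in these data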;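 note: 0% = orexin A challenge wells and 100% = SB-334867-A antagonist wells; not every result past the cut was called active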
Target sequence (O43613 whole entry, looked up): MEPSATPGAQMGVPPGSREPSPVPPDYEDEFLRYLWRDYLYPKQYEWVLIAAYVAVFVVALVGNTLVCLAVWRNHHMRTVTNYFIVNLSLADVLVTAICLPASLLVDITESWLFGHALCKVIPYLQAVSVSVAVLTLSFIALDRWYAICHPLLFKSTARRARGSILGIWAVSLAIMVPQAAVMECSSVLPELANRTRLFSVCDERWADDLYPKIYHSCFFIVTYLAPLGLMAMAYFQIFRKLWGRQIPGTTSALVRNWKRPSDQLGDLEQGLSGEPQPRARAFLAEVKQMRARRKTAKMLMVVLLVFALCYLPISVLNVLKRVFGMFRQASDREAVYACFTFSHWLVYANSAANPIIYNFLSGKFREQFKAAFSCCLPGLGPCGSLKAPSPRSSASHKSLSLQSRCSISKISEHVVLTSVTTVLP
An asterisk follows results filed as active; i = inactive; / = no result given.

SMILES	CHT PAM	OX1R antag
O=S1(=O)CC(O)C(NCc2ccco2)C1 (configuration not stated)	i	-9
COc1ccc(-c2nc(CS(=O)(=O)CC(=O)Nc3cccc(C(C)=O)c3)c(C)o2)cc1	i	-34
Cn1c(=O)c2sccc2n(Cc2ccc(Br)cc2)c1=O	i	-19
COc1ccc(NS(=O)(=O)c2ccc(Oc3cccc(C(=O)O)c3)cc2)cc1	i	-16
O=C(COC(=O)c1cccnc1SC(F)F)NC1CC1	/	-10
Cc1ccc(-c2cnc(NC(=O)CCC(=O)N(C)Cc3ccccc3)n2C)cc1	i	-17
COc1cccc(NC(=O)Nc2ccccc2SC)c1	i	-15
CCCCn1nc(NC(=O)c2cccs2)c2cc3cc(OC)ccc3nc21	i	-13
CC(C)(O)C(=O)NNC(=S)NCc1ccco1	i	-10
CC(Oc1ccc2ccc(=O)oc2c1)C(=O)NCCN1CCOCC1 (configuration not stated)	i	6

The last five entries of the section above come first, to join the parts.
SMILES	CHT PAM	OX1R antag
Cc1ccc(-c2cnc(NC(=O)CCC(=O)N(C)Cc3ccccc3)n2C)cc1	i	-17
COc1cccc(NC(=O)Nc2ccccc2SC)c1	i	-15
CCCCn1nc(NC(=O)c2cccs2)c2cc3cc(OC)ccc3nc21	i	-13
CC(C)(O)C(=O)NNC(=S)NCc1ccco1	i	-10
CC(Oc1ccc2ccc(=O)oc2c1)C(=O)NCCN1CCOCC1 (configuration not stated)	i	6
COC(=O)C1=C(C)N(C)C(C)=C(C(=O)OC)C1c1ccncc1	i	-18
CCN(CC(=O)NC(C)(C)C)C(=O)CCl	i	15
Cc1ccc(S(=O)(=O)NCCC(=O)OCC(=O)N(Cc2ccccc2)C(C)(C)C)cc1	i	-1
Clc1ccc(-n2cc(-c3ccc(Br)cc3)[n+]3c2CCCCC3)cc1	i	-6
COc1ccc(NC(=O)Cc2nnc(SCC(=O)Nc3nccs3)n2C)cc1	i	1
CC(=O)Nc1ccc(N)cc1	/	-11
COc1cc(NC(=O)C2CCN(c3cnccn3)CC2)cc(OC)c1	i	-14
CCOc1cc(/C=C2\C(=O)N(c3cccc(C(F)(F)F)c3)C(=O)c3ccccc32)ccc1O	i	-28
CCOc1ccc(C2CC(c3ccc(OC)cc3)n3ncnc3N2)cc1 (configuration not stated)	i	-19
COc1cccc(/C=C/c2n[nH]c(=O)c(C#N)c2C)c1	i	-17

The closing 4 compounds of the section above open the next one:
SMILES	CHT PAM	OX1R antag
COc1cc(NC(=O)C2CCN(c3cnccn3)CC2)cc(OC)c1	i	-14
CCOc1cc(/C=C2\C(=O)N(c3cccc(C(F)(F)F)c3)C(=O)c3ccccc32)ccc1O	i	-28
CCOc1ccc(C2CC(c3ccc(OC)cc3)n3ncnc3N2)cc1 (configuration not stated)	i	-19
COc1cccc(/C=C/c2n[nH]c(=O)c(C#N)c2C)c1	i	-17
COc1cc(OC)c(-c2noc(C(=O)OC(C)(C)C)c2C(=O)OC(C)(C)C)c(OC)c1	i	-10
CC(/C=N/NC(=O)C(O)c1ccccc1)=C\c1ccccc1 (configuration not stated)	i	1
COc1cc(/C=C/C(=O)C2C(=O)C=C(C)OC2=O)cc(OC)c1O (configuration not stated)	i	-3
COc1cccc(C(=O)Nc2cc([N+](=O)[O-])ccc2N2CCN(C)CC2)c1	9.7*	-19
O=C(CCc1ccncc1)NC1CCCc2c1cnn2-c1cc(F)cc(F)c1 (configuration not stated)	i	46*
C=CCn1c(SCC(=O)NC2CCCc3ccccc32)nnc1-c1ccncc1 (configuration not stated)	i	-18
COc1cccc(/C=N/n2c(COc3ccccc3)n[nH]c2=S)c1	i	-1
Cc1nc(Cc2nnc(SCC(=O)N3CC(=O)Nc4ccccc43)o2)cs1	/	-10
COCc1nnc(N)s1	i	6
COc1ccccc1CNC(=O)C1CCN(S(=O)(=O)c2cccc3nonc23)CC1	i	-27

3 of the compounds above, with two lines to a compound:
Under each structure: CHT PAM, OX1R antag
COc1cc(/C=C/C(=O)C2C(=O)C=C(C)OC2=O)cc(OC)c1O (configuration not stated)
 : i, -3
O=C(CCc1ccncc1)NC1CCCc2c1cnn2-c1cc(F)cc(F)c1 (configuration not stated)
 : i, 46*
Cc1nc(Cc2nnc(SCC(=O)N3CC(=O)Nc4ccccc43)o2)cs1
 : /, -10

Remaining list, next part:
SMILES	CHT PAM	OX1R antag
CC(C)CCC(=O)N1CCC(N2CCC(C(=O)NCc3ccccn3)CC2)CC1	i	-9
Cc1cc2cc3c(C)cc(=O)oc3c(C)c2o1	i	12
COc1ccc(C2/C(=C(/O)c3ccc(C)cc3)C(=O)C(=O)N2CC2CCCO2)cc1OC (configuration not stated)	i	2
NC(=O)c1ccc(NC(=O)COC(=O)c2c3c(nc4ccccc24)/C(=C\c2cccs2)CCC3)cc1	i	11
NC(=O)NS(=O)(=O)Oc1ccccc1	i	17
CCc1ccccc1NC(=O)CN1CCN(C(=O)CNC(=O)c2ccccc2F)CC1	/	-44
O=C(CCNS(=O)(=O)c1cccc2nsnc12)Nc1ccc2c(c1)OCCO2	i	-21
Cc1ccc(NC(=S)NCCC(c2ccccc2)c2ccccc2)c(C)c1	i	-31
CCOc1ccc(C(=O)CC(NCc2cccs2)C(=O)O)cc1 (configuration not stated)	i	-12
O=C(C1CCCN(c2ncnc3c2nc2n3CCCCC2)C1)N1CCN(c2ccccc2F)CC1 (configuration not stated)	i	-28
O=C(NC1CSC/C1=N\O)c1ccccc1 (configuration not stated)	i	1
CC(C)C[C@H](N)c1nnc(S(=O)(=O)Cc2cccc(F)c2)o1	i	-13
COc1ccc(CN2C(=O)C(Cc3ccccc3)Nc3ncnc(N4CCCCC4)c32)cc1 (configuration not stated)	i	-38
O=C(Nc1cc(C(F)(F)F)ccc1N1CCCCC1)c1ccco1	i	-20
COc1ccc(-c2cn[nH]c2-c2ccc(O)cc2O)cc1	i	-2
O=C(NCCC(=O)N(Cc1ccco1)Cc1cccs1)c1ccccc1Cl	/	-5
CS(=O)(=O)N1CCC(C(=O)Nc2ccc(F)cc2)CC1	i	-2
COc1ccc(NC(=O)CN2CCC(C(N)=O)(N3CCCCC3)CC2)cc1	i	-9
CCOC(=O)C1=C(CC)Nc2ccccc2N/C1=N\S(=O)(=O)c1ccccc1F	/	-19
COC(=O)C1C(=O)OC(C)(C)C1C(C)C(=O)c1ccccc1 (configuration not stated)	i	0
CC1(C)CC(=O)c2cnc(N)nc2C1	i	-13
COc1ccccc1/C=C1/C(=O)N(c2ccc([N+](=O)[O-])cc2)N=C1C	i	-5
CN(CCOc1ccc(Cl)cc1)Cc1cccc(S(=O)(=O)N(C)C)c1	i	-28
CC(C)NC(=O)C1CCN(C(=O)c2ccc(-c3ccccc3)cc2)CC1	i	-10
CCCC(=O)Nc1nc2c(c(=O)[nH]1)CCCC2	i	16
CCn1c(SCC(=O)c2ccc(Cl)cc2)nnc1-c1cccs1	i	-4
O=C(Nc1ccnn1C1CCN(Cc2cc(Cl)ccc2O)CC1)C1CC1	i	-18
Cc1ccc(C(=O)O)cc1NS(=O)(=O)c1ccc2c(c1)oc(=O)n2C	i	/
Cc1ccc(C)c(C(=O)COc2ncnc3ccccc23)c1	i	-31
C=C1c2cc(C)ccc2NC(=O)N1c1ccccc1	i	-11
CCN(CC)CCn1c(N)nc2ccccc21	i	-4
CCNC(=O)C(C)NC(=O)C1=NN(c2ccccc2)C(=O)CC1 (configuration not stated)	i	-11
Cc1cc(C)cc(-n2c(SC(C)C(=O)NCc3ccc4c(c3)OCO4)nc3ccccc3c2=O)c1 (configuration not stated)	i	-32
Nc1nonc1-n1nnc(C(=O)N/N=C/c2ccccc2F)c1CN1CCc2ccccc21	i	-8
COc1cc(C(=O)OCC(=O)NC2CC2)ccc1OCCC(C)C	/	-9
CCOC(=O)c1cnn(-c2ccccc2)c1NC(=O)CSc1nnc(-c2cccs2)n1CC	i	-25
CCc1ccc(NC(=O)C2CCN(S(=O)(=O)c3cnc[nH]3)CC2)cc1	i	-2
CCN(CC)c1ccc(NC(=O)c2cncc(Br)c2)cc1	i	-35
CCOC(=O)c1c(C)n(C)c2cc([N+](=O)[O-])c(O)c([N+](=O)[O-])c12	i	-3
CC12CC(NC(=O)N1c1cccc(C(=O)N3CCN(c4ccccc4)CC3)c1)c1ccccc1O2 (configuration not stated)	i	-31

Printed as active in OX1R antag (from the list above):
molecule | OX1R antag
O=C(CCc1ccncc1)NC1CCCc2c1cnn2-c1cc(F)cc(F)c1 (configuration not stated) | 46*

Next section.
SMILES	CHT PAM	OX1R antag
Cc1cc(OCC(=O)N(C)C)c2c(-c3ccccc3)cc(=O)oc2c1	i	-31
CCN(CC)S(=O)(=O)c1ccc(C)c(NC(=S)Nc2cccc(S(=O)(=O)N3CCCCCC3)c2)c1	i	-35
Cc1ccc(C(=O)COC(=O)CN2C(=O)C3C4CC(C(Br)C4Br)C3C2=O)cc1 (configuration not stated)	i	-4
Cc1cccc(NC(=O)CN2C(=O)NC(Cc3ccccc3)C2=O)c1 (configuration not stated)	i	-11
O=C(Nc1ccc(C(=O)N2CCOCC2)cc1)c1cccc(Br)c1	i	-18
CCO[C@H]1OC(C(N)=O)=C[C@@H](c2ccc(Br)cc2)[C@@H]1CCCO	i	4
COc1ccc(Nc2ccncc2[N+](=O)[O-])cc1	i	-13
CC1CCC2(CC1)NC(=O)N(CC(=O)NC(=O)Nc1ccc3c(c1)OCCO3)C2=O (configuration not stated)	i	-18
CC1(CC(=O)Nc2ccccc2)NC(=S)N(c2ccccc2)N1 (configuration not stated)	i	-11
COc1cc(C=O)ccc1OC(=O)c1ccncc1	i	-6
Cc1noc(C)c1S(=O)(=O)N(CC(=O)NCc1ccc2c(c1)OCO2)c1ccc(C(C)C)cc1	i	-8
Cc1nn(C(C)C(=O)N2CCOCC2)c(=O)c2nn(-c3ccccc3)c(C)c12 (configuration not stated)	i	-9
COc1ccc(N2CC(C(=O)Nc3ccc([N+](=O)[O-])cc3Br)CC2=O)cc1 (configuration not stated)	i	-7
CCn1c(SCC(=O)N/N=C(\C)c2ccncc2)nnc1-c1ccccc1	i	-17
CCO[C@H]1OC(C(=O)N2CCN(Cc3ccccc3)CC2)=C[C@@H](c2cn(C(C)=O)c3ccccc23)[C@@H]1CCCO	i	-39
Cc1cc(C(=O)O)c(C)n1Cc1ccncc1	i	-16
C=CCn1c(SCC(=O)Nc2c(C)cccc2C)nnc1-c1cnccn1	i	-14
Cc1ccc(Cl)cc1N1CCN(C(=O)COc2ccc(S(=O)(=O)NC(C)C)cc2)CC1	i	-16
COc1ccc(OC)c(NC(=O)CSc2nnc(Cc3cccn3C)n2CCc2ccccc2)c1	i	9
O=C(NCCCn1ccnc1)C(=O)NC1CCCCC1	i	-4
NNC(=O)CSCc1nc(-c2ccccc2)cs1	i	-31
COc1ccc(/C=N/n2cnnc2SCc2ccc(OC)cc2)cc1	i	-31
C=CCc1c(O)c(CC)cc2c(C)cc(=O)oc12	i	-15
Cc1ccccc1NC(=O)n1ncc2cc(Cl)ccc21	i	-10
Cc1cc2nc3c(c(=O)n2[nH]1)CCCC3	i	6
CCOc1ccccc1OCC(=O)Nc1c(C)n(C)n(-c2ccccc2)c1=O	/	-2
CC(=O)c1cccc(NC(=O)N(c2ccccc2)c2ccccc2)c1	i	-15
Cc1ccc(NC(NC(=O)c2cccs2)C(Cl)(Cl)Cl)cc1C (configuration not stated)	i	-10
O=C(CSc1n[nH]c(-c2ccccc2)n1)N1CCCC1	i	-8
O=C(CSc1nnnn1-c1ccccc1)Nc1ncc2c(n1)CC(c1ccccc1)CC2=O (configuration not stated)	i	-29
C/C(CC(=O)Nc1cccc(C(F)(F)F)c1)=N\NC(=O)Cc1ccccc1	i	-15
O=C(N/N=C/c1ccc(-c2ccccc2C(=O)O)o1)c1cccs1	i	3
CCOc1cc(N2CCOCC2)c(OCC)cc1NC(=O)c1ccc(OC)cc1	i	-8
CCn1ncc([N+](=O)[O-])c1C(=O)Nc1cc(C)on1	i	-8
CCc1cccc(CC)c1NC(=O)/C(C#N)=C/c1ccccc1C(F)(F)F	i	-29
C/C(=N\NC(=O)c1ccc(Cl)cc1)c1ccc(N2CCOCC2)cc1	i	-17
CN(C)S(=O)(=O)c1ccc(N2CCCC2)c(C(=O)Nc2nc3ccc(F)cc3s2)c1	i	-10
CCCC(NC(=O)CCc1c(C)c2cc3c(-c4ccccc4)coc3cc2oc1=O)C(=O)O (configuration not stated)	i	-12
COc1ccc(OCC(=O)Nc2ccc(N3CCC(C)CC3)cc2)cc1	i	-11
COc1ccc(C(=O)Nc2ccccc2C(=O)Nc2ccccn2)cc1	i	-39
CCc1cc(=O)oc2cc(OC(C)C(=O)NCC(O)c3ccccc3)c(Cl)cc12 (configuration not stated)	i	-25
CCCCn1c(N)c(N(CC(C)C)C(=O)CN2C(=O)NC3(CC(C)CC(C)(C)C3)C2=O)c(=O)[nH]c1=O (configuration not stated)	i	-5
N#C/C(=C(\O)c1cc(Cl)sc1Cl)c1nc2ccccc2[nH]1	i	-7
O=C(NCCC1=CCCCC1)C(=O)NCC(c1ccco1)N1CCN(c2ccccc2)CC1 (configuration not stated)	i	-15
Cc1nnsc1NC(=O)OCC(C)C	i	-18
COc1cc2c(cc1OC)[C@@H](NC(=O)CCC1CCCCC1)[C@H](O)C2	/	17
Cc1ccc(/C(O)=C/c2nc3ccccc3oc2=O)cc1	i	-8
Cc1onc(-c2ccccc2Cl)c1C(=O)Nc1cnn(Cc2ccccc2)c1	i	-24
O=[N+]([O-])c1cc(C(F)(F)F)ccc1N1CCC(O)CC1	i	-11
CCN(CCn1cccn1)C(=O)c1cc(COc2cccc3cccnc23)on1	i	-4
(listing goes on)
SMILES	CHT PAM	OX1R antag
O=C(c1ccccc1)c1ccc(Oc2ncccn2)cc1	i	-9
Cn1cc(CN2CCCC(CNC(=O)c3ccc4c(c3)OCO4)C2)c2ccccc21 (configuration not stated)	i	-38
CCc1noc(C)c1C(=O)Nc1nnc(C2CCCCC2)s1	i	-26
O=C(Nc1ccncc1)Nc1cc(Cl)ccc1Cl	i	/
